High-throughput results from PubChem.
Pemphigus Ab inh = human desmoglein-3 autoantibody binding inhibition. P32926. DSG3-coupled beads, scFv-anti-DSG3-GFP binding, flow cytometry; hits give low values. binding (percent of control), % at 10 µM. 310,000 tested, 0.48% active. AID 588358;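 active = binding more than 3 SD below its plate's average and above zero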;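 also: hits lower antibody fragment binding to DSG3; some compounds called inactive have numbers as strong as hits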
CAL PDZ FP-1 = inhibitors of human CAL PDZ peptide binding. AID 504414. purified CAL PDZ, TMR-peptide fluorescence polarization, 1 h. 330,000 tested, 0.02% active. inhibition, % at 20 µM;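 active = highest replicate inhibition of at least 40%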;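 also: plate controls were DMSO neutral control wells for no effect and unlabeled competitor peptide control wells for full effect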
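material = purified tagged CAL PDZ domain construct (CerCALP) | compound dosing = 20 µM, one dose | times = 1 h at RT | measured by = fluorescence polarization from S- and P-plane intensities, G-factor corrected | read-out = inhibition from polarization loss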
Keap1-Nrf2 PPI = inhibitors of human Keap1-Nrf2 protein-protein interaction. AID 504523. Keap1 Kelch-Nrf2 peptide fluorescence polarization, 1536-well. Q14145. 340,000 tested, 0.15% active. inhibition, % at 9.4 µM; in the data active = inhibition above about 12%;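 also: human Keap1 Kelch domain with fluorescein labeled Nrf2 9mer peptide probe; 0% = neutral control wells and 100% = peptide positive control; higher means more block of Keap1 binding to Nrf2 peptide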
V-ATPase pHluor = yeast V-ATPase proton transport regulation by pHLuorin; S. cerevisiae, pHLuorin cytosolic pH fluorescence; response, % at 10 µM; 350,000 tested, 0.37% active; AID 504577; in the data active = response mostly above about 7.3%, no sharp cut-off; inactive = mostly below about 5.4%; also: actives read high; inactives centre near 0; some compounds called inactive have numbers as strong as hits; reference of the scale not given here
C-LANA FP = KSHV C-LANA DNA binding inhibition; inhibition, % at 9 µM; 340,000 tested, 0.078% active; AID 504423; MBP-C-LANA/FAM-LBS DNA binding, fluorescence polarization;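 active = highest replicate inhibition at or above 60% at 9 µM, even if other replicates fall short; inactive = all replicates below 60% inhibition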;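 also: 0% = neutral control wells and 100% = 4 µM acridine orange control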
Arr AP2 block = human beta-arrestin and AP2 interaction inhibition; FITC-arrestin peptide / GST-AP2 beads, flow cytometry; AP2 beta2 appendage carries R879A mutation; inhibition, % at 10 µM; 340,000 tested, 0.31% active;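 active = inhibition above a set limit, near 3 SD of compounds lacking own fluorescence, cut at about 54% in these data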;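 also: plate controls were DMSO wells for no effect and 5 µM unlabelled arrestin peptide for full effect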
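System: GST-tagged AP2 beta2-adaptin appendage (R879A) on 4 µm glutathione beads / Reagent: FITC-arrestin peptide, 50 nM / Detection: HyperCyt-sampled flow cytometry, FL1 channel, ex 488/em 535 nm / Timing: 12 min plus 1 h, RT / Buffer or medium: PBS plus Tween 20 (0.05%) and BSA (0.1%)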
CAL PDZ FP-2 = CAL PDZ (human) peptide binding inhibition. Q9HD26. inhibition, % at 24.9 µM. 300,000 tested, 0.92% active. AID 602252. purified CAL PDZ, TMR-peptide fluorescence polarization, 1 h;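 active = mean inhibition of at least 30% with at least half of replicates also reaching 30%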;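 also: 0% = DMSO neutral control and 100% = excess unlabeled competitor peptide PRC23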
NSD2 inh = NSD2 (human) methyltransferase inhibition. O96028. NSD2 peptide methylation, AlphaScreen, 120 min. AID 743445. 310,000 tested, 0.54% active. inhibition, % at 12.5 µM; in the data active = inhibition above about 50%
Target sequence (O96028 whole entry, looked up): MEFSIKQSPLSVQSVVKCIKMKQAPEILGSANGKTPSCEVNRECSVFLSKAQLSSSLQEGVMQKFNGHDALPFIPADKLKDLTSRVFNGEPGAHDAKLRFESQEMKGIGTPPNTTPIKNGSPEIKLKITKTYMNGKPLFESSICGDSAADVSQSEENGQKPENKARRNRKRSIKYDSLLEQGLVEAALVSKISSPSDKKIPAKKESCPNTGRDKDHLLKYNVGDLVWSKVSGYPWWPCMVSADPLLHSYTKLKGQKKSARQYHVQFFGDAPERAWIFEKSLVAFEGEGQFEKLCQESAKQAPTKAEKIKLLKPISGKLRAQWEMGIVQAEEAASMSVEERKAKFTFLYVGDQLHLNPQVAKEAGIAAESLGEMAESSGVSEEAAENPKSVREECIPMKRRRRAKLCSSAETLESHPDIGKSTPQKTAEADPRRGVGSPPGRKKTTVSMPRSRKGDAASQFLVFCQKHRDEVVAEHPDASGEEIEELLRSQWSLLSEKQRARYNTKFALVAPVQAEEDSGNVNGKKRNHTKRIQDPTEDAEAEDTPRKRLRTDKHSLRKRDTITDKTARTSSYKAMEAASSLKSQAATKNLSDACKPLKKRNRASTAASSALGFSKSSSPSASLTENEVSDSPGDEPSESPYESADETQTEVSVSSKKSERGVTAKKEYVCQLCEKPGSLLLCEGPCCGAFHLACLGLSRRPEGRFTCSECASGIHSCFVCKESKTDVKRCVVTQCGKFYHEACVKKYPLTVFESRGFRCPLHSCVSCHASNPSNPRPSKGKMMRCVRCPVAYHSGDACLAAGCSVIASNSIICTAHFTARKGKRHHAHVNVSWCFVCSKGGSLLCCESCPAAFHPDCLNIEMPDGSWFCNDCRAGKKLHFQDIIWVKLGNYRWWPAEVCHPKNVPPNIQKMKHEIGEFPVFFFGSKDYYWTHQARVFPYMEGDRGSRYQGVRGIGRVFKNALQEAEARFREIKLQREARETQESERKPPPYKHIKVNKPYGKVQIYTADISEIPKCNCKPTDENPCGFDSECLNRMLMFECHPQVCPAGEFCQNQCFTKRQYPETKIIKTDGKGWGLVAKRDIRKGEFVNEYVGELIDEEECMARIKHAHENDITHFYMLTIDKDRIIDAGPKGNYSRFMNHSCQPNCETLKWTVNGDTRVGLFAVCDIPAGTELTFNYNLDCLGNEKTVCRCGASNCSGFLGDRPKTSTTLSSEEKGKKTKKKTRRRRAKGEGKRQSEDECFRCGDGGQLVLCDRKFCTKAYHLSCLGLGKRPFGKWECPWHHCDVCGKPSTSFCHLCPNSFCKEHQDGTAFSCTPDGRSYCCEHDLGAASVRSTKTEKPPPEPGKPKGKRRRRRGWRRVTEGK
DAGLB inhibitor = diacylglycerol lipase beta (human) inhibition | Q8NCG7 | HEK293T DAGLB membrane lysate, EnzChek fluorogenic substrate | inhibition, % at 5.17 µM | 340,000 tested, 0.059% active; in the data active = inhibition above about 34%;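 also: 0% = enzyme with vehicle and 100% = wells lacking enzyme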
RTF Ca sens inh = cardiac RTF calcium desensitization | 340,000 tested, 0.12% active | IANBD-labeled cardiac RTF, Ca2+ fluorescence | inhibition, % at 7.15 µM | AID 493244;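 active = inhibition above the mean inhibition of all tested compounds plus 3 SD, cut at about 17% in these data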;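 also: assay run at fixed EC70 calcium of 1.6 mM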
* hit, by the source's call; x = not tested or not shown; + = active, no number. Only part of the results is shown; rates above refer to the full screens.

no.	Compound	Pemphigus Ab inh	CAL PDZ FP-1	Keap1-Nrf2 PPI	V-ATPase pHluor	C-LANA FP
1	Cc1cccc(N2CC(C(=O)NC3CCCCCC3)CC2=O)c1C (centres undefined)	x	0.3	-3	-1	1.9
2	O=C(CCNC(=O)OCC1c2ccccc2-c2ccccc21)NOCc1ccccc1	99	-0.1	-5	0	1.7
3	Cc1ccc(-c2nc(S(=O)(=O)c3ccc(C)cc3)c(N(C)C)o2)cc1	106	-0.1	-14	0	0.1
4	Cc1ccc(C)c(S(=O)(=O)N2CCN(CC(=O)Nc3sccc3C#N)CC2)c1	101	-2.1	-10	-3	0.3
5	Cc1ccccc1-c1nnc(NC(=O)CSc2nc3ccccc3s2)s1	90	0.0	0	0	-0.1
6	CCCC/C(C)=N/NC(=O)NC1CCCCC1	101	-1.2	2	2	2.2
7	Cc1nnc(SCCCn2c(N3CCN(c4ccccc4)CC3)nc3c2c(=O)[nH]c(=O)n3C)s1	102	-0.2	-3	-2	-4.1
8	COc1cc(-c2cc(C(=O)N3CCCCCC3)c3ccccc3n2)cc(OC)c1OC	64	-0.5	-2	-1	-0.8
9	COc1ccc(S(=O)(=O)N2CCN(CC(=O)c3ccc(O)c(O)c3)CC2)cc1	104	-1.9	3	1	10
10	Cn1c(=O)c2c(-c3cccc(Br)c3)c(C#N)c(N)nc2n(C)c1=O	86	-5.3	2	0	1.3
11	CC[n+]1c(/C=C/c2ccc(OC)c(OC)c2)ccc2ccccc21	177	-0.1	5	1	-0.1
12	COC(=O)c1cccc(NC(=S)NCc2ccc(F)cc2)c1	104	-0.9	-4	-2	-0.6

no.	Arr AP2 block	CAL PDZ FP-2	NSD2 inh	DAGLB inhibitor	RTF Ca sens inh
1	-4	0	-3	-1	-3
2	-3	-2	x	-2	-4
3	-5	-8	-1	1	-1
4	4	-1	-2	-5	-5
5	15	-3	x	1	0
6	19	-2	1	-5	-26
7	12	5	2	0	1
8	9	-8	-7	-2	-2
9	26	-2	+	-1	-4
10	-20	-3	-8	-1	1
11	-3	-3	3	1	-19
12	14	-4	0	1	-7

Complete entries, looked up by structure:
Cc1ccc(C)c(S(=O)(=O)N2CCN(CC(=O)Nc3sccc3C#N)CC2)c1 as listed: Pemphigus Ab inh: 101; CAL PDZ FP-1: -2.1; Keap1-Nrf2 PPI: -10; V-ATPase pHluor: -3; C-LANA FP: 0.3; Arr AP2 block: 4; CAL PDZ FP-2: -1; NSD2 inh: -2; DAGLB inhibitor: -5; RTF Ca sens inh: -5
CC[n+]1c(/C=C/c2ccc(OC)c(OC)c2)ccc2ccccc21 as listed: Pemphigus Ab inh: 177; CAL PDZ FP-1: -0.1; Keap1-Nrf2 PPI: 5; V-ATPase pHluor: 1; C-LANA FP: -0.1; Arr AP2 block: -3; CAL PDZ FP-2: -3; NSD2 inh: 3; DAGLB inhibitor: 1; RTF Ca sens inh: -19
Cc1cccc(N2CC(C(=O)NC3CCCCCC3)CC2=O)c1C (centres undefined) as listed: Pemphigus Ab inh: x; CAL PDZ FP-1: 0.3; Keap1-Nrf2 PPI: -3; V-ATPase pHluor: -1; C-LANA FP: 1.9; Arr AP2 block: -4; CAL PDZ FP-2: 0; NSD2 inh: -3; DAGLB inhibitor: -1; RTF Ca sens inh: -3

Additional entries:
no.	Compound	Pemphigus Ab inh	CAL PDZ FP-1	Keap1-Nrf2 PPI	V-ATPase pHluor	C-LANA FP
13	CCN(c1nc(N)c(C(=O)N=C(N)N)nc1Cl)C(C)C	121	-1.9	-5	2	-1.6
14	CCOC(=O)CCC(=O)NNC(=O)c1ccc(NC(=O)c2ccccc2)cc1	95	-1.3	-1	-5	0.6
15	Cc1c(/C(O)=C2\C(=O)C(=O)N(CCCN(C)C)C2c2ccccc2)cnn1-c1ccccc1 (centres undefined)	96	-0.4	-1	-3	-0.5
16	O=C(C1CCCN(Cc2ccccc2F)C1)N1CCc2ccccc2C1 (centres undefined)	96	0.0	-8	0	0.9
17	Cc1cccc(CN2CCCC(C(=O)N3CCCCC3)C2)c1 (centres undefined)	97	0.7	0	2	0.0
18	Cc1oc(CC(C)C)cc1C(N)=O	100	-0.4	0	0	-0.4
19	CC(C)(C)c1ccc(C(=O)Nc2ccccc2NC(=O)c2ccco2)cc1	105	-1.3	-5	3	-0.7
20	COc1ccc(-c2csc3nc(C(C)(C)C)oc(=O)c23)cc1OC	104	-3.5	-7	0	-1.9
21	CN(C)/C=C(\C=O)c1ncc(C(F)(F)F)cc1Cl	75	-2.5	3	-1	1.9
22	Cc1cc(C(=O)N2CCc3ccccc3C2)no1	102	-1.8	0	3	0.2
23	COC(=O)Cn1cc([N+](=O)[O-])nc1C	100	-5.4	-3	-1	0.9
24	COc1ccc(-n2nc3ccccc3n2)cc1	105	-2.2	0	-4	-0.1

no.	Arr AP2 block	CAL PDZ FP-2	NSD2 inh	DAGLB inhibitor	RTF Ca sens inh
13	1	-1	x	1	9
14	-18	x	3	-3	3
15	47	2	-3	-1	-1
16	-8	x	x	x	x
17	8	-2	1	0	-3
18	47	4	-2	-2	-2
19	5	-2	-3	-4	-6
20	1	-2	2	-1	-6
21	36	-1	0	2	-6
22	10	2	1	-2	0
23	-7	-2	0	0	-5
24	-7	-1	19	-2	-10

(more compounds)
no.	Compound	Pemphigus Ab inh	CAL PDZ FP-1	Keap1-Nrf2 PPI	V-ATPase pHluor	C-LANA FP
25	O=C(O)c1ccccc1SCc1nc2ccccn2c1Br	104	-4.4	-7	-1	-0.4
26	O=C(NC1CCN(Cc2ccccc2)CC1)C1CCN(S(=O)(=O)c2cccc3nsnc23)CC1	x	-0.2	-8	-1	2.3
27	C[C@H]1COC(=O)[C@@H](Cc2ccc(F)cc2)CC/C=C/C[C@H](CC(=O)N(CCO)Cc2ccccc2)C(=O)N1	106	-0.1	0	5	-1.0
28	CC(=O)Oc1c(Br)cc(N(C(C)=O)S(=O)(=O)c2ccccc2)c2ccccc12	108	1.3	0	-4	-4.1
29	CSCC[C@H](NC(=O)Cc1ccc(Cl)cc1)C(=O)N1CCC2(CC1)NCCc1[nH]cnc12	x	-0.5	-2	0	1.0
30	Cc1ccc(-c2nc3cc(N)ccc3o2)cc1	100	0.4	2	1	1.0
31	COCCN1CCN(C(=O)c2ccc3oc(CCCc4ccccc4)nc3c2)CC1	110	0.4	-11	-1	-0.7
32	CC1CN(c2nc(N(C)c3ccccc3)nc(N)c2[N+](=O)[O-])CC(C)O1 (centres undefined)	91	-3.7	-9	1	-1.2
33	CCn1nnc2cc(C(=O)N(CCOC)CC(=O)Nc3cccc(C)c3C)ccc21	102	-0.5	-6	1	-0.1
34	C=CCN1c2ccccc2[C@]23C[C@@H](C(=O)OC)N(C(=O)OCC)C2=NC(C(=O)OC)=C(C(=O)OC)[C@H]13	106	1.1	-8	-1	1.5
35	COc1ccc(-n2ncc(C(C)NS(=O)(=O)c3cc(C)sc3C)c2C)cc1 (centres undefined)	106	x	x	3	x
36	Cc1c(C)c2ccc(OCC(=O)c3ccccc3)cc2oc1=O	100	0.2	-3	3	0.0

no.	Arr AP2 block	CAL PDZ FP-2	NSD2 inh	DAGLB inhibitor	RTF Ca sens inh
25	-6	0	2	0	-18
26	2	0	-1	-3	-13
27	21	1	x	-1	6
28	8	-4	1	-2	-10
29	5	0	3	1	0
30	2	1	-5	2	-9
31	-13	-3	0	0	-9
32	13	-2	5	-5	-8
33	4	x	-2	-2	-11
34	-5	24	x	2	-22
35	x	x	1	1	x
36	-3	x	0	-7	-5

Further entries
no.	Compound	Pemphigus Ab inh	CAL PDZ FP-1	Keap1-Nrf2 PPI	V-ATPase pHluor	C-LANA FP
37	CCc1ccc(CN2CCC(Oc3ccc(C(=O)N4CCCCC4)cc3)CC2)cc1	105	-1.4	3	4	0.8
38	O=C(CCS(=O)(=O)c1cc(Br)cc2c1N(C(=O)C1CC1)CC2)N1CCN(c2ccccn2)CC1	92	-1.5	-3	8	-1.0
39	COc1cccc(OC(=O)N2CCOCC2)c1	99	-2.8	5	-1	-2.3
40	O=C1CCC(C(=O)Nc2cccc(Oc3ccccc3)c2)=NN1	118	13	1	0	0.1
41	COc1ccc(C)cc1S(=O)(=O)N(C)CC(=O)N1CCN(c2ccccc2)CC1	109	0.4	-2	2	0.9
42	CCCCNC(=O)CCn1ccc2cc(S(=O)(=O)N3CCCC3)ccc21	266	-2.5	-6	7	-0.1
43	Cc1[nH]n(-c2ncc(-c3ccccc3)s2)c(=O)c1C(c1ccc(Br)cc1)C(C#N)C#N (centres undefined)	125	-2.0	-7	5	0.6
44	O=C(Nc1cccc(OCC(=O)N2CCOCC2)c1)c1cccc(Cl)c1	109	-2.5	-2	-5	0.3
45	Cc1nc2c(C(=O)N3CCN(C)CC3)cnn2c(C)c1Cc1ccc(Cl)cc1	95	-0.4	-4	5	-1.8
46	Cc1ccc(C)c(-n2c(-c3csc(C)c3C)n[nH]c2=S)c1	101	-0.1	-2	-3	-1.0
47	COc1ccc(S(=O)(=O)n2ccnc2C)c(C)c1C	123	-0.2	-3	0	-1.4
48	CCOC(=O)N1CCC(NC(=O)Cn2cccc2C(=O)c2ccccc2)CC1	100	0.3	-4	8	-1.5

no.	Arr AP2 block	CAL PDZ FP-2	NSD2 inh	DAGLB inhibitor	RTF Ca sens inh
37	1	0	3	-2	3
38	18	27	1	1	-22
39	-7	-4	-4	0	0
40	7	-6	-1	1	-4
41	4	-1	0	1	7
42	12	-1	3	1	2
43	12	-7	6	18	1
44	24	-6	-4	1	0
45	17	x	4	1	-2
46	4	-3	1	-2	-3
47	8	2	1	1	-6
48	12	-2	-2	3	-12

The listing continues:
no.	Compound	Pemphigus Ab inh	CAL PDZ FP-1	Keap1-Nrf2 PPI	V-ATPase pHluor	C-LANA FP
49	CCCCCn1c(Sc2nc3ccccc3s2)nc2c1c(=O)[nH]c(=O)n2C	103	-3.3	-3	-1	-1.2
50	Cc1cc(C(=O)N2CCN(c3ccc(F)cc3)CC2)on1	103	0.7	2	-2	1.2
51	COc1cccc(NC(=O)c2ccc(OC(F)(F)F)cc2)c1	103	-0.5	0	-2	0.6
52	COC(=O)c1ccccc1NC(=O)c1cncc(Br)c1	103	0.0	-3	2	-0.1
53	COc1ccc2nc(SCC(=O)NN)cc(C)c2c1	107	-1.4	-3	1	0.6
54	COc1cc(NC(=O)Cc2cccs2)ccc1-n1cnnn1	96	-1.2	-6	1	-1.1
55	Cc1nn(-c2ccccc2)c(N2CCCC2)c1/C=C1\N=C(c2ccc(F)cc2)OC1=O	103	-1.8	-6	-1	4.9
56	CCCOc1cccc(C(=O)Nc2ccc3c(c2)OCCO3)c1	103	-0.6	0	2	1.4
57	Cc1ccc(Sc2cc(C(=O)NCCN(C)C)c3ccccc3n2)cc1	97	-0.5	-3	-3	0.3

no.	Arr AP2 block	CAL PDZ FP-2	NSD2 inh	DAGLB inhibitor	RTF Ca sens inh
49	5	-3	9	5	1
50	-2	-2	x	2	-3
51	4	-1	x	-8	-13
52	10	-4	-2	-4	-1
53	1	-3	1	-4	0
54	7	-1	4	-1	-3
55	2	-1	2	-1	-2
56	3	-14	-1	-4	-4
57	-8	-4	2	2	-6
